# HCV NS3h FP: HCV NS3 helicase inhibitors, primary screen, biochemical, fluorescence polarization, ChemBridge library; Hepatitis C virus NS3 helicase; NS3h Cy5-dT15 DNA binding; inhibition, % at 100 µM; hit rate 1.6% among 16,000; AID 687043, 2013;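 active = inhibition above the average over every tested compound plus 3 SD, cut at about 40% in these data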
# Cy5 interf NS3h: Cy5 fluorescence quenchers or enhancers, artefact control for HCV NS3 helicase inhibitor project, biochemical, ChemBridge library, Cy5 readout; Cy5-dT15 DNA with NS3h, fluorescence interference; actives lie on both sides; signal over control mean, under 1 quenches; fluorescence interference ratio at 100 µM; hit rate 6% among 16,000;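 active = compound fluorescence over control fluorescence at most 0.8, a quencher, or at least a set upper limit, an enhancer; inactive = ratio between 0.8 and the set upper limit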
# An asterisk follows results filed as active. Rows were taken by chance. About 6.7% of those tested had a hit in this group.
mol	HCV NS3h FP	Cy5 interf NS3h
C=CCC1S/C(=N/N=C\c2ccccc2)NC1=O (stereo not given)	9	1.1
C=CCc1c(C)nc2cc(-c3cccc(F)c3)[nH]n2c1=O	11	1.2*
CC(=O)C1=C(c2ccccc2)S/C(=C2/C(=S)C(C)(C)Nc3ccccc32)S1	9	1
CC(=O)N1c2ccc3ccccc3c2C2C=CCC2C1c1ccc(Br)cc1 (stereo not given)	9	1
O=C1CN(S(=O)(=O)CCOc2ccccc2)CC(=O)N1CCOc1ccccc1	-13	0.94
O=c1cccc(-c2ccc(Br)cc2)o1	1	0.95
O=C(CC1S/C(=N/N=C\c2ccco2)NC1=O)Nc1ccccc1F (stereo not given)	-1	1.2
COc1ccc(NC(=O)c2ccc(CN(c3cc(Cl)ccc3C)S(=O)(=O)c3ccccc3)cc2)c(OC)c1	12	0.91
O=C(O)c1cc2cc(OCc3ccccc3)c(OCc3ccccc3)cc2o1	2	0.94
COc1cc(NC(=O)COc2ccc(F)cc2)c(OC)cc1NC(C)=O	4	0.94
O=C1/C(=C/c2cccs2)SC(=S)N1CCC(=O)N1c2ccccc2Sc2ccc(Cl)cc21	-1	1
COCCN1C(=O)/C(=C\c2ccc(N(C)C)cc2)C(C(=O)OC)=C1C	11	0.94
O=C(Nc1ccncc1)c1ccc2c(c1)OCCO2	-16	1
Cc1ccc(OCCNC(=O)c2ccccc2F)cc1	8	0.93
O=C(Nc1ccccc1C1CC1)c1ccccc1	2	0.91
CCOC(=O)c1c(C)n(CCc2ccccc2)c2ccc(O)cc12	13	0.94

# Reformatted field by field: 4 of the compounds above.
O=c1cccc(-c2ccc(Br)cc2)o1
  HCV NS3h FP: 1 | Cy5 interf NS3h: 0.95
O=C(CC1S/C(=N/N=C\c2ccco2)NC1=O)Nc1ccccc1F (stereo not given)
  HCV NS3h FP: -1 | Cy5 interf NS3h: 1.2
COc1ccc(NC(=O)c2ccc(CN(c3cc(Cl)ccc3C)S(=O)(=O)c3ccccc3)cc2)c(OC)c1
  HCV NS3h FP: 12 | Cy5 interf NS3h: 0.91
O=C(O)c1cc2cc(OCc3ccccc3)c(OCc3ccccc3)cc2o1
  HCV NS3h FP: 2 | Cy5 interf NS3h: 0.94

# More structures.
mol	HCV NS3h FP	Cy5 interf NS3h
C=CCc1ccccc1OCc1nnc(N)s1	7	1.1
O=c1oc(-c2cccc([N+](=O)[O-])c2)nc2ccc(Br)cc12	4	0.99
COc1ccc(OC)c(CN2CCN(Cc3ccc4ccccc4c3)CC2)c1	1	0.97
COC(=O)c1ccccc1-c1ccc(/C=c2\sc3nc4ccccc4n3c2=O)o1	-4	1
OCCN(CCO)c1ccc(C(c2ccc(Cl)cc2)c2ccc(N(CCO)CCO)cc2)cc1	12	0.83
Cc1cc(C)n(-c2ncnc3sc(C)c(C)c23)n1	2	1.2
COc1cc(/C=N\n2nnnc2N)cc(OC)c1OC	1	0.96
O=C(NCC1CCCO1)C(=O)Nc1nccs1 (stereo not given)	-2	1

# Full records from above. Order of values: HCV NS3h FP, Cy5 interf NS3h
# O=C(NCC1CCCO1)C(=O)Nc1nccs1 (stereo not given) in the list: -2, 1
# COC(=O)c1ccccc1-c1ccc(/C=c2\sc3nc4ccccc4n3c2=O)o1 in the list: -4, 1
# COc1cc(/C=N\n2nnnc2N)cc(OC)c1OC in the list: 1, 0.96
# Cc1cc(C)n(-c2ncnc3sc(C)c(C)c23)n1 in the list: 2, 1.2

# Following part:
mol	HCV NS3h FP	Cy5 interf NS3h
O=C(CSc1nnc(-c2cccs2)n1-c1ccccc1)c1ccc(F)cc1	-2	0.94
O=C(NCc1ccco1)C(=O)Nc1ccc2c(c1)OCO2	11	0.99
CC1=NN(c2ccccc2)C(=O)/C1=C/c1ccc(-c2ccc(C(=O)O)cc2)o1	30	0.98
CCOc1ccc2c(C)c(Cl)c(=O)oc2c1	0	1
CCOc1ccc(OCC)c(C2C3CCCCC=C3C(C#N)=C(N)C2(C#N)C#N)c1 (stereo not given)	8	0.91
CC12c3ccccc3C(c3ccccc31)C1C(=O)NNC(=O)C12 (stereo not given)	11	0.66*
COc1ccc(Nc2c3c(c(C#N)c4nc5ccccc5n24)CCC3)cc1	4	1.1
CCOC(=O)c1c(NC(=O)c2ccccc2F)sc(C(=O)Nc2cc(C(F)(F)F)ccc2Cl)c1C	6	1.1
O=C(COc1ccccc1Cl)Nc1cc(C(F)(F)F)ccc1Cl	-2	1
COC(=O)C1=C(C)NC2=C(C(=O)c3ccccc32)C1c1ccc(-c2ccc([N+](=O)[O-])cc2C)o1 (stereo not given)	-6	1.1
CCOc1cc(-c2ccc(O)cc2)cc(=O)c2c(C)oc(C)c12	0	1.1
CC(NC(=O)COc1ccccc1O)C1CC2CCC1C2 (stereo not given)	2	1
COc1ccc(N2C(=O)/C(=C\c3ccc(OC)c(O)c3)SC2=S)cc1	1	1
COc1cc(-c2noc(-c3ccc(Br)cc3)n2)cc(OC)c1OC	6	1.1
COC(=O)C1=C(C)N=c2s/c(=C/c3cccnc3)c(=O)n2C1c1ccc(C(C)C)cc1 (stereo not given)	13	0.87
CCCC(=O)c1ccc(N2CCN(C(=O)OCC)CC2)c(F)c1	-13	0.94
CC(Cc1ccccc1)NC(=O)CCC(=O)NC(C)Cc1ccccc1 (stereo not given)	4	1
O=C(Nc1cccc2ccccc12)c1ccc(-c2ccccc2)cc1	2	0.92
CC1=C(C(=O)OC2CCCC2C)C(c2ccccc2)NC(=O)N1 (stereo not given)	9	0.96
COC(=O)c1c(C)oc2ccc(OC(=O)c3ccco3)cc12	9	0.87
COc1cc(NC(=O)c2nn3c(c2Br)NC(c2cccs2)CC3C(F)(F)F)cc([N+](=O)[O-])c1 (stereo not given)	4	0.97
CCOc1ccc(C(=O)Nc2cccc(-c3nc4cc(C)ccc4o3)c2C)cc1	10	1
Cc1nc(NC(=O)c2ccccc2)sc1-c1csc(Nc2cccc(C(=O)O)c2)n1	37	0.8*
CCOC(=O)c1ccc(NC(=O)CC2SC(=O)NC2=O)cc1 (stereo not given)	-15	1
N#Cc1cn(-c2ccccc2)nc1-c1cccs1	17	1.1
COc1cccc(N2C(=O)CSC2=S)c1	10	0.96
CC1=NN(c2ccccc2)C(=O)C1/C=C1\C(=O)NC(=O)N(c2ccc(C)cc2)C1=O (stereo not given)	4	0.99
Cc1ccc(N(CC(=O)Nc2ccccc2Cl)S(C)(=O)=O)cc1Cl	18	0.99
Cc1ccc(C2CC(C(F)(F)F)n3ncc(C(=O)Nc4ccc(OC(F)(F)F)cc4)c3N2)cc1 (stereo not given)	5	0.92
COc1ccc(OCCNC(=O)c2ccc(C)cc2)cc1	5	1
O=C(Nc1nc2ccc([N+](=O)[O-])cc2s1)c1cccc(Oc2ccccc2)c1	7	1
COCCCNC(=O)CN(c1ccc(OC)c(Cl)c1)S(C)(=O)=O	4	1.1
CCOC(=O)c1ccccc1N(C(=O)C(F)(F)F)C1C=CS(=O)(=O)C1 (stereo not given)	3	1.1
CC(=O)c1ccc(NC(=O)c2ccc(-c3ccc(Br)cc3)o2)cc1	-67	0.97
COc1ccc2c(Cl)c(C(=O)NCc3ccc4c(c3)OCO4)sc2c1	17	0.92
Cc1ccc(OCC(=O)O/N=C(/N)c2ccc(Cl)cc2)cc1	-8	1.1
O=C(Nc1nc2ccccc2n1Cc1ccc(Cl)cc1)c1ccccc1	23	0.74*
CC(C)(c1ccccc1)c1ccc(OCc2ccc(C(=O)O)o2)cc1	3	0.92
Cc1cccc(C(=O)N2N=C(c3ccc(Cl)cc3)CC2(O)C(F)(F)F)c1 (stereo not given)	7	0.98
Cc1cccc(OCCn2cc(C=C3C(=O)NC(=S)NC3=O)c3ccccc32)c1	-2	0.98
CC1=C(C(=O)Nc2ccc(C)cc2)C(c2ccccc2Br)NC(=O)N1 (stereo not given)	-1	1
Cc1ccc(C(=O)/C=C/c2c[nH]c3ccccc23)cc1	11	0.99
O=C(COc1ccc(Cl)cc1Cl)Nc1ccc(NC(=O)COc2ccc(Cl)cc2Cl)cc1	-2	1.1
O=C(NCCOc1ccccc1Cl)c1cccc2ccccc12	30	0.98
CCOc1ccc(C(=O)Nc2ccc(Cl)cn2)cc1[N+](=O)[O-]	-4	0.88
Cc1ccccc1OCC(=O)Nc1ccc(I)cc1Cl	-2	0.98
CCSc1nnc(NC(=O)c2ccc(Br)o2)s1	10	0.77*
Cc1cccc(N2C(=O)S/C(=C\c3ccccc3)C2=O)c1	23	1
Cc1ccc(C(=O)c2cccc(N3C(=O)c4ccccc4C3=O)c2)cc1C	1	1.1
Cc1ccc(NC(=O)c2cc(I)ccc2Cl)cc1	14	0.83
O=C(Nc1ccc(N2C(=O)c3ccccc3C2=O)cc1Cl)c1ccc(Cl)cc1Cl	3	1.2
N#Cc1c(N)[nH]c(=S)c(C#N)c1-c1cccc(O)c1	-2	0.92
Cc1ccc(Cl)cc1NC(=O)c1cccc(N(C)C)c1	5	1
CN1CCN(C(=O)/C(=C/c2ccc([N+](=O)[O-])cc2)NC(=O)c2ccccc2Cl)CC1	0	1.1
CCOc1ccc2nc(NC3=NCCC(=O)N3)nc(C)c2c1	-6	1
CCOc1ccc(N2C(=O)C=CC2=O)c([N+](=O)[O-])c1	64*	0.97

# Next part:
mol	HCV NS3h FP	Cy5 interf NS3h
CC1CCC(C(C)C)C(OC(=O)c2ccc([N+](=O)[O-])cc2)C1 (stereo not given)	6	1
CCCc1noc(-c2ccc(C(C)(C)C)cc2)n1	7	0.71*
CC(=O)Oc1ccc(-c2cccc(C(=O)Oc3ccccc3)c2)cc1	13	0.95
COc1cc(/C=N\n2c(C)nnc2C)ccc1O	1	1
COc1ccc(N(CC(=O)Nc2ccc(C)cc2)S(C)(=O)=O)cc1	8	0.99
O=C(NC(=S)Nc1ccc(Cl)cc1Cl)c1ccco1	0	1.1
N#C/C(=C\c1cccnc1)C(=O)Nc1cccc(Cl)c1	5	1
CCOC(=O)c1ccc(-n2c(C)cc(/C=C3\NC(=S)NC3=O)c2C)cc1	3	0.95
CCNC(=O)C(=O)Nc1ccc(OC)c(Cl)c1	11	1.1
CN1C=C(C(F)(F)F)C=C/C1=C(/C#N)c1nc2ccccc2s1	40	1.1
CCOC(=O)c1ccccc1NC(=O)CN(c1ccc(C)cc1)S(=O)(=O)c1ccc(F)cc1	1	1
O=C(Nc1c(C(=O)Nc2ccc(Br)cc2)cnn1-c1ccccc1)c1cccc(F)c1	10	1
NC(N)=NS(=O)(=O)c1ccc(NC(=O)c2cccc([N+](=O)[O-])c2)cc1	18	1.1
CCc1cccc(C)c1NS(=O)(=O)c1ccc(F)cc1	8	0.96
Cc1ccccc1NC(=O)/C=C/c1ccc(F)cc1	-4	1
CS(=O)(=O)N1CCN(Cc2cccc3ccccc23)CC1	10	0.69*
CCC(=O)N1CCN(c2ccc([N+](=O)[O-])cc2)CC1	-1	1
CC1=NN(C(N)=S)C2(O)CC3C(C12)C3(C)C (stereo not given)	3	1.1
COc1ccc(C2C(C(=O)OC(C)C)=C(C)N=c3s/c(=C\c4cc(OC)ccc4OC)c(=O)n32)cc1 (stereo not given)	-2	1.1
COc1cc([N+](=O)[O-])ccc1N1C(=O)C2C3C=CC(C4CC34)C2C1=O (stereo not given)	9	0.75*
O=C(NC(NC(=S)Nc1ccc(Cl)cc1)C(Cl)(Cl)Cl)c1ccccc1F (stereo not given)	5	0.98
Cc1ccc(-n2c(=O)c3cc4c(=O)n(-c5ccc(C)c(C)c5)c(=O)c4c(C(=O)c4ccccc4)c3c2=O)cc1C	10	1.1
CCOc1ccccc1NC(=O)C(=O)NCCCOC	14	0.94
CCOc1ccc(N(CC(=O)Nc2cccc(Br)c2)S(=O)(=O)c2ccc(SC)cc2)cc1	14	1.1
CCC(=O)Nc1ccc(NC(=S)NC(=O)c2ccco2)cc1	-1	1
COc1ccc(OC)c(NC(=O)C2c3ccccc3Oc3ccccc32)c1	13	1
O=C(CCc1ccccc1)NC1CCCCC1Cc1ccco1 (stereo not given)	0	1
Cc1ccc(-c2nc3cc(Cl)cc(Cl)c3o2)cc1NC(=O)Cc1ccccc1	5	1.1
CCOC(=O)/C(=C/c1ccc(O)cc1)C(C)=O	-4	1.1
C=C(C)C(=O)Oc1ccc(N2C(=O)CCC2=O)cc1	4	1.1
COc1cc(/C=N\n2cnnc2)ccc1O	2	0.94
O=C(c1ccc(F)cc1F)n1nnc2ccccc21	-20	0.98
COc1c(Cl)cc(C(=O)Nc2ccc(N3CCOCC3)cc2)cc1Cl	4	0.93
CCOc1ccc(NC(=O)CN(c2cc(Cl)cc(Cl)c2)S(C)(=O)=O)cc1	11	1.1
CSc1ccc(C=Nc2ccc(C#N)cc2)cc1	-13	1.1
Cc1nc2ccccc2n1S(=O)(=O)c1ccc2ccccc2c1	2	0.96
CCCCOc1ccc(C/C(N)=N\n2cnnc2)cc1	5	1
O=C(CSCC(=O)Nc1ccc2ccccc2c1)NCc1ccccc1	35	1
CN(C)c1ccc(Nc2nc(-c3cccnc3)cs2)cc1	8	1.1
CC(=O)Nc1cc(-c2cccc(C)c2)[nH]n1	0	1
CCc1ccc(-c2nc3cc(NC(=O)COc4ccccc4[N+](=O)[O-])ccc3o2)cc1	-3	1.1
CCOc1ccc(N2C(=O)NC(=O)/C(=C\c3ccc([N+](=O)[O-])cc3)C2=O)cc1	11	0.92
COc1ccc(/C(N)=N\OC(=O)c2ccccc2F)cc1	5	1

# High-throughput results (PubChem BioAssay)
